CatL inh – inhibitors of human cathepsin L. P07711. purified cathepsin L, fluorogenic substrate, fluorescence. inhibition, %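 (tested at 10 µM)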. hit rate 0.17% among 58,000; in the data active means inhibition above about 45%;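 further: 0% = enzyme with no compound and 100% = no enzyme blank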
Target sequence (P07711 114-288 limits assumed): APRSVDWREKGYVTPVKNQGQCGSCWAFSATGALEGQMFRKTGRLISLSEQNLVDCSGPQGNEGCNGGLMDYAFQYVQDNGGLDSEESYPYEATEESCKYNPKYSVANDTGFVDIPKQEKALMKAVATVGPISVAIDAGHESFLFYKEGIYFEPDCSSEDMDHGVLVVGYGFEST
Target sequence (P07711 292-333 limits assumed): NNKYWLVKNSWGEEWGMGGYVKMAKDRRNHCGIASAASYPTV
C1s inh – blocks human complement C1s protease activity | purified C1s, fluorogenic AMC substrate, pooled mixtures | mean inhibition % of two 10-compound mixtures (stronger effect = higher value), % at 5 µM (by protocol) | hit rate 0.16% among 62,000;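 active means inhibition above 20% in each of the two 10-compound mixture wells holding the compound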;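 further: 0% = enzyme wells lacking compound mixture and 100% = no-enzyme blank wells; some compounds called inactive have numbers as strong as hits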
FXIa mix inh – inhibitors of human coagulation factor XIa, pooled mixtures. P03951. purified FXIa, fluorogenic substrate. inhibition, % at 5 µM. hit rate 0.19% among 62,000. AID 680;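 further: each value is inhibition by a whole ten-compound pool holding the compound; 0% = enzyme with no mixture and 100% = wells lacking enzyme; strong numbers were not always called active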
ROCK2 inh – inhibitors of human Rho kinase 2 | purified ROCK2, Kinase-Glo ATP depletion luminescence | O75116 | hit rate 0.35% among 60,000 | inhibition, % at 6 µM | AID 604;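 active means inhibition above the screen-wide mean inhibition plus 3 SD, cut at about 18% in these data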;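 further: plate controls were DMSO wells for no effect and Y-27632 control wells after no-enzyme background subtraction for full effect; many of its hits are not listed in these tables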
CatG inh – blocks human cathepsin G enzyme activity. inhibition, % at 5 µM (by protocol). P08311. purified enzyme, AMC-tetrapeptide fluorescence, pooled mixtures. hit rate 0.2% among 62,000;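 active means inhibition above 20% in each of the two mixture wells holding the compound; inactive means inhibition of 20% or less in either well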;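 further: 0% = enzyme control without mixture and 100% = blank lacking enzyme; strong numbers were not always called active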
CatS block – human cathepsin S inhibition. AID 501. inhibition, %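 (tested at 5 µM per compound within 10-compound mixtures)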. P25774. recombinant cathepsin S, AMC dipeptide fluorescence, pooled mixtures. hit rate 0.06% among 62,000; in the data active means inhibition above about 32%, passing the limit was not always enough;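 further: 0% = enzyme without compound and 100% = blank without enzyme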
Target sequence (P25774 115-331 limits assumed): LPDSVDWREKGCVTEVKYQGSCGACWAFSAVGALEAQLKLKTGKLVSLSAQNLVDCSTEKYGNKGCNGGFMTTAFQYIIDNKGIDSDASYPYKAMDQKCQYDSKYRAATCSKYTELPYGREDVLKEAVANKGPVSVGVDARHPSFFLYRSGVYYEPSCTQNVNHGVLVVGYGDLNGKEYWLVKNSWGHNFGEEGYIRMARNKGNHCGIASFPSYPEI
FXIIa mix inh – inhibitors of human coagulation factor XIIa, pooled mixtures. purified FXIIa, fluorogenic substrate. hit rate 0.2% among 62,000. P00748. inhibition, % at 5 µM;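 further: 0% = enzyme without compound and 100% = no enzyme blank; some results filed as inactive read as strong as hits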
Target sequence (P00748 20-372 limits assumed): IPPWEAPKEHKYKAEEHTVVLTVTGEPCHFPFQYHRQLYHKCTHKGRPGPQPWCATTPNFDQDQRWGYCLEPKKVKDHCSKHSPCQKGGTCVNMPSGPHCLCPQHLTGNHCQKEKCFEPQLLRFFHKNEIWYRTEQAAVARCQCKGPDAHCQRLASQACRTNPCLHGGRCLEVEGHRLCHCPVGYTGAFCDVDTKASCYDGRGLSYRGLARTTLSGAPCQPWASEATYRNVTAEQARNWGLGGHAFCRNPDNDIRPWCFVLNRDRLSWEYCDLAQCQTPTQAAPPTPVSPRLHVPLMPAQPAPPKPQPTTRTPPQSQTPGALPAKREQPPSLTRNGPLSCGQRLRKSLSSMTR
Target sequence (P00748 373-615 limits assumed): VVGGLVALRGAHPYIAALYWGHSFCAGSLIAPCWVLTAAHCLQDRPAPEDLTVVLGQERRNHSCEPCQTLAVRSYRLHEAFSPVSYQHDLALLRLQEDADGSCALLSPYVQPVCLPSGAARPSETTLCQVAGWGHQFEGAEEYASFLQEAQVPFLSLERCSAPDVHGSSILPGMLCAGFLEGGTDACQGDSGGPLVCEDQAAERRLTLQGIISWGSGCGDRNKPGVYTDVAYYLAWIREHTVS
JNK3 inh – JNK3 (human) kinase inhibition. hit rate 0.61% among 60,000. purified JNK3 kinase activity, HTS. inhibition, % at 8 µM; in the data active means inhibition above about 17%;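 further: 0% = DMSO and 100% = reference inhibitor; many of its hits are not listed in these tables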
PKA kinase inh – inhibitors of human protein kinase A | PKA Kemptide phosphorylation, Kinase-Glo ATP luminescence | hit rate 0.1% among 65,000 | P17612 | inhibition, % at 6 µM;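 active means inhibition above the screen-wide mean inhibition plus 3 SD, cut at about 21% in these data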; further: many of its hits are not listed in these tables
The depositor's hits bear a star; . = no result given. Unless noted, no stated cut-off is given here; in the data, active means inhibition above about 20% (passing the limit was not always enough); inactive means the rest.

#1 COc1ccc(S(=O)(=O)N2CCCC(C(=O)N3CCCCCC3)C2)cc1 (centres undefined)
#2 Cc1cc(=O)oc2cc(OCC(=O)N3CCc4ccccc4C3)ccc12
#3 CCCCn1c(=NC(=O)c2ccc3c(c2)OCO3)c(C#N)cc2c(=O)n3cccc(C)c3nc21
#4 Cc1ccccc1CN1CCN(C(=O)c2cccc(F)c2)CC1
#5 CN(C)c1ccc(P(=O)(OCc2ccccc2)C(O)c2cccnc2)cc1 (centres undefined)
#6 CCN(CC)C(=O)CSc1nnc(-c2cccnc2)n1CCc1ccccc1
#7 Cc1ccc2cc3c(nc2c1)N(Cc1ccco1)CC3
#8 CC(OC(=O)c1cccs1)C(=O)NCc1ccccc1 (centres undefined)
Assay by compound	1	2	3	4	5	6	7	8
CatL inh	1	.	5	5	3	23	0	13
C1s inh	6	10	-3	0	-3	-5	-55	2
FXIa mix inh	8	3	-3	4	2	11	2	1
ROCK2 inh	8	.	6	-1	2	5	-1	-1
CatG inh	-2	9	5	-1	-3	3	-1	-4
CatS block	-2	-10	0	-4	1	10	-12	-1
FXIIa mix inh	5	9	3	1	7	8	-1	2
JNK3 inh	-5	.	-3	2	-7	-4	-5	-3
PKA kinase inh	10	10	-6	2	12	6	3	0

Of the compounds above, two have four or more nitrogen atoms:
#3 CCCCn1c(=NC(=O)c2ccc3c(c2)OCO3)c(C#N)cc2c(=O)n3cccc(C)c3nc21
#6 CCN(CC)C(=O)CSc1nnc(-c2cccnc2)n1CCc1ccccc1
Assay by compound	3	6
CatL inh	5	23
C1s inh	-3	-5
FXIa mix inh	-3	11
ROCK2 inh	6	5
CatG inh	5	3
CatS block	0	10
FXIIa mix inh	3	8
JNK3 inh	-3	-4
PKA kinase inh	-6	6

Next entries follow:
#9 COc1ccc2[nH]cc(C(=O)CN3CCN(C(=O)c4ccco4)CC3)c2c1
#10 CCC1CCCCN1C(=O)CSc1nnc(-c2c[nH]c3ccccc23)o1 (centres undefined)
#11 O=C(CSc1cn(CCNC(=O)c2cccs2)c2ccccc12)NCC1CCCO1 (centres undefined)
#12 CCSc1nnc(NC(=O)c2nc(-c3ccccc3)n(-c3ccccc3)n2)s1
#13 O=C(NCCc1ccccc1)c1cc(-c2ccco2)on1
#14 Cc1noc(C)c1COC(=O)c1cc(C)n(-c2ccccc2)c1C
#15 Cc1nc(=S)n(-c2ccccc2)[nH]1
#16 Cc1cc(C)cc(NC(=O)CCNS(=O)(=O)c2ccc3c(c2)oc(=O)n3C)c1
Assay by compound	9	10	11	12	13	14	15	16
CatL inh	14	.	.	13	3	.	-1	1
C1s inh	-4	-13	-16	-6	10	-8	-6	-5
FXIa mix inh	-5	4	6	-2	4	1	3	24
ROCK2 inh	7	3	0	3	-2	4	9	4
CatG inh	8	-9	9	14	1	0	-3	45
CatS block	1	10	-1	14	3	6	-1	9
FXIIa mix inh	8	6	11	10	1	3	1	-16
JNK3 inh	-4	6	-5	4	6	-2	1	-5
PKA kinase inh	6	6	7	8	-2	12	12	1

2 compounds drawn at random from the list so far, as already listed:
#12 CCSc1nnc(NC(=O)c2nc(-c3ccccc3)n(-c3ccccc3)n2)s1
#16 Cc1cc(C)cc(NC(=O)CCNS(=O)(=O)c2ccc3c(c2)oc(=O)n3C)c1
Assay by compound	12	16
CatL inh	13	1
C1s inh	-6	-5
FXIa mix inh	-2	24
ROCK2 inh	3	4
CatG inh	14	45
CatS block	14	9
FXIIa mix inh	10	-16
JNK3 inh	4	-5
PKA kinase inh	8	1

Next section
#17 CCOC(=O)C1=C(CN2CCSCC2)NC(=O)NC1c1cc(C)ccc1C (centres undefined)
#18 N#Cc1nc(Cc2ccccc2)oc1NCCN1CCOCC1
#19 COc1ccccc1N1CCN(C(=O)CSc2nnc(NC(=O)C3CC3)s2)CC1
#20 COC(=O)C1C(=O)c2c(n[nH]c2C)CC1(C)C (centres undefined)
#21 CCc1nnc(NC(=O)C2CC(=O)N(Cc3ccco3)C2)s1 (centres undefined)
#22 Fc1ccc(Br)cc1C1C=C(c2ccc(Br)s2)Nc2ncnn21 (centres undefined)
#23 COc1ccc(COC(=O)c2ccc(N3CCCC3=O)cc2)cc1F
#24 Cc1cc(N)n2ncc(-c3ccccc3)c2n1
Assay by compound	17	18	19	20	21	22	23	24
CatL inh	3	15	-5	.	15	4	-3	-6
C1s inh	0	-4	4	18	1	-4	11	13
FXIa mix inh	4	8	6	10	4	-1	2	7
ROCK2 inh	0	1	-1	-5	.	7	-1	.
CatG inh	-6	0	1	10	12	5	3	7
CatS block	-1	15	-6	-3	4	1	-5	-6
FXIIa mix inh	13	-5	1	-7	1	15	2	9
JNK3 inh	-9	4	-1	-11	.	0	-9	.
PKA kinase inh	14	-1	2	-5	-2	12	5	10

Entries of single compounds as entered above:
Cc1cc(N)n2ncc(-c3ccccc3)c2n1 as listed: CatL inh = -6; C1s inh = 13; FXIa mix inh = 7; ROCK2 inh = .; CatG inh = 7; CatS block = -6; FXIIa mix inh = 9; JNK3 inh = .; PKA kinase inh = 10
CCc1nnc(NC(=O)C2CC(=O)N(Cc3ccco3)C2)s1 (centres undefined) as listed: CatL inh = 15; C1s inh = 1; FXIa mix inh = 4; ROCK2 inh = .; CatG inh = 12; CatS block = 4; FXIIa mix inh = 1; JNK3 inh = .; PKA kinase inh = -2

Continued.
#25 COC(=O)C1=C(C(=O)c2ccc(C)cc2)C(c2ccc(OC)c(OC)c2)n2nnnc2N1 (centres undefined)
#26 C=CCn1c(-c2ccoc2)n[nH]c1=S
#27 Cc1nccn1CCc1n[nH]c(=S)n1Cc1ccccc1
#28 O=C(Nc1cccnc1)c1ccc2c(c1)C(=O)N(Cc1cccnc1)C2=O
#29 CN1CCN(c2nc(N3CCN(CCO)CC3)nc3ccccc23)CC1
#30 Cc1ccc(S(=O)(=O)NCCC(=O)N2CCCCC2)cc1
#31 COc1ccc(C(C)(C)C)cc1NC(=O)c1ccoc1C
#32 O=C1c2ccccc2C(=O)N1CC1c2ccccc2CCN1C(=O)N1CCOCC1 (centres undefined)
Assay by compound	25	26	27	28	29	30	31	32
CatL inh	14	-2	25	-1	-110	.	0	25
C1s inh	1	3	2	-2	-26	-3	-24	.
FXIa mix inh	5	-5	1	1	-6	-6	-3	.
ROCK2 inh	.	8	3	-1	3	.	10	2
CatG inh	-2	5	8	-4	6	7	-14	.
CatS block	13	-12	4	-7	-1	1	-5	.
FXIIa mix inh	11	-3	5	14	-6	-4	2	.
JNK3 inh	.	-2	-3	0	1	.	1	0
PKA kinase inh	10	5	2	-5	6	4	10	4

#33 COc1ccccc1NC(=O)CCN1C(=O)C2CC=C(Cl)CC2C1=O (centres undefined)
#34 O=C(O)c1ccccc1COc1ccccc1Cl
#35 Cc1ccc(CNC(=O)CCS(=O)(=O)c2cccc3nsnc23)cc1
#36 Cc1ccc2[nH]c(=O)c(CN(CC3CCCO3)S(=O)(=O)c3c(C)ccc4nsnc34)cc2c1 (centres undefined)
#37 COC(=O)c1ccc(OC)c(CSc2nnc(COc3ccc(OC)cc3)o2)c1
#38 Cc1nc2ncnn2c(C)c1CCC(=O)N1CCN(c2ccccn2)CC1
#39 CCOc1ccc(OCC(=O)N2CCOCC2)cc1
#40 Cc1cc(C(=O)CSc2nnnn2C)c(C)n1-c1cccc(F)c1
Assay by compound	33	34	35	36	37	38	39	40
CatL inh	13	-4	-1	13	-15	9	-8	-5
C1s inh	12	3	1	30	4	0	4	-9
FXIa mix inh	2	10	12	3	2	-1	2	-7
ROCK2 inh	4	3	.	0	0	9	0	-4
CatG inh	9	-2	-2	7	8	0	-5	6
CatS block	5	-5	8	16	-3	-2	0	-5
FXIIa mix inh	8	6	4	3	1	8	6	5
JNK3 inh	-4	4	.	-3	-5	0	6	-3
PKA kinase inh	9	1	-2	4	-2	13	7	5

#41 CC(C)(CNS(=O)(=O)c1ccc(F)cc1)CNS(=O)(=O)c1ccc(F)cc1
#42 COc1ccc(CNc2n[nH]c(NCc3ccc(OC)c(OC)c3)n2)cc1OC
#43 COc1ccc2nc(C)c3c(c2c1)OC(C)C3 (centres undefined)
#44 N#Cc1nc(-c2cccs2)oc1NCC1CCCO1 (centres undefined)
#45 CCOc1ccc(Oc2nc(Nc3ccc(C)cc3)nc(N(C)C)n2)nn1
#46 O=C(N1CCOCC1)C12CCC3CC(CC(C3)C1)C2
#47 O=S(=O)(Nc1ccc2nc(C(F)(F)F)[nH]c2c1)c1ccccc1
#48 COc1ccc2nc(NC(=O)c3cnccn3)sc2c1
Assay by compound	41	42	43	44	45	46	47	48
CatL inh	7	11	-20	-206	3	-13	.	-6
C1s inh	6	3	4	-47	3	23	-39	15
FXIa mix inh	3	2	2	0	0	10	-2	5
ROCK2 inh	3	4	5	0	6	0	6	-6
CatG inh	10	0	7	-5	10	9	3	12
CatS block	8	9	-10	12	12	0	-9	-2
FXIIa mix inh	-18	1	10	7	10	16	6	3
JNK3 inh	-2	-4	-7	0	6	-8	-1	-3
PKA kinase inh	1	6	5	-2	6	2	9	-1

Overlap with the part before: two entries; new compounds follow.
#47 O=S(=O)(Nc1ccc2nc(C(F)(F)F)[nH]c2c1)c1ccccc1
#48 COc1ccc2nc(NC(=O)c3cnccn3)sc2c1
#49 C=CCn1c(=O)n(CCC#N)c(=O)n(CCC#N)c1=O
#50 c1ccc(-n2ncc3c(NCCCN4CCOCC4)ncnc32)cc1
#51 O=C(CCc1nc2ccccc2s1)OCC(=O)N1CCN(C(=O)c2ccco2)CC1
#52 Cc1c(C(=O)NCCN2CCOCC2)oc2ccc(S(=O)(=O)N3CCCCCC3)cc12
#53 CCOC(=O)CSc1cc(C)nc(N)n1
#54 Cc1ccc(-n2c(SCC(=O)Nc3cc(C)on3)nc3c(c2=O)SC(C)C3)cc1 (centres undefined)
#55 Cc1cnc(C(=O)OCC(=O)NC2CCCC(C)C2C)cn1 (centres undefined)
#56 COc1ccc2nc(NC3=NCCC3)sc2c1
Assay by compound	47	48	49	50	51	52	53	54	55	56
CatL inh	.	-6	0	-4	-2	4	-2	17	11	-8
C1s inh	-39	15	-13	18	16	-3	5	-3	3	8
FXIa mix inh	-2	5	-5	5	6	6	1	6	0	9
ROCK2 inh	6	-6	1	4	1	.	13	3	4	-2
CatG inh	3	12	1	11	12	6	9	-1	11	9
CatS block	-9	-2	8	1	2	-1	0	7	10	10
FXIIa mix inh	6	3	3	-16	4	6	12	2	7	5
JNK3 inh	-1	-3	2	-1	-4	.	2	-2	1	3
PKA kinase inh	9	-1	-4	6	1	-5	9	-1	6	4

#57 Oc1ccc(CN2CCN(Cc3ccccc3)CC2)c2cccnc12
#58 CCOC(=O)c1cc(NC(=O)OC)c(C)nc1C
#59 O=C(NCCC1=CCCCC1)C1CCN(S(=O)(=O)c2ccc(-n3cnnn3)cc2)CC1
#60 Cc1ccc(O)c(NC(=O)C2CC(c3c(F)cccc3Cl)=NO2)c1 (centres undefined)
#61 O=C(NC1CCCC1)C1CCCN1C(=O)Nc1ccccc1Cl (centres undefined)
#62 CCOC(=O)Cn1cnc2c(nnn2-c2ccc(C)cc2)c1=O
#63 CCC(Sc1ccc2nnc(-c3cccnc3)n2n1)C(=O)O (centres undefined)
#64 O=C(O)c1ccc(NS(=O)(=O)c2cc(C(=O)O)ccc2Br)cc1
#65 CC(=O)Nc1cccc(NC(=O)CCn2c(=O)sc3ccccc32)c1
#66 Cc1c(NS(=O)(=O)c2ccc3c(c2)n(C)c(=O)n3C)c(=O)n(-c2ccccc2)n1C
#67 O=C(c1ccncc1)N1C2C=CC(C2)C1(C(F)(F)F)C(F)(F)F (centres undefined)
Assay by compound	57	58	59	60	61	62	63	64	65	66	67
CatL inh	30	6	6	14	-3	-3	.	3	-6	0	0
C1s inh	2	-2	1	2	4	-1	2	-12	9	3	-17
FXIa mix inh	-1	2	8	4	6	7	-3	3	11	10	2
ROCK2 inh	4	.	3	.	-3	2	7	0	-3	10	-3
CatG inh	1	-5	1	-2	8	8	11	-11	13	1	-11
CatS block	3	39	3	16	11	-2	3	-7	-7	-6	8
FXIIa mix inh	8	1	12	-17	4	-9	-1	9	-20	-4	9
JNK3 inh	11	.	-2	.	0	2	8	-3	-3	-2	-1
PKA kinase inh	16	-8	-8	-6	1	2	8	5	1	10	3
